hcGAS lum: human cGAS inhibition; Q8N884; recombinant h-cGAS, ATP depletion, Kinase-Glo luminescence; inhibition, % at 12.5 µM; 290,000 compounds, 0.081% hits; AID 1259398;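 also: 0% = vehicle reaction and 100% = reaction without DNA for no activity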
Target sequence (Q8N884 whole entry, looked up): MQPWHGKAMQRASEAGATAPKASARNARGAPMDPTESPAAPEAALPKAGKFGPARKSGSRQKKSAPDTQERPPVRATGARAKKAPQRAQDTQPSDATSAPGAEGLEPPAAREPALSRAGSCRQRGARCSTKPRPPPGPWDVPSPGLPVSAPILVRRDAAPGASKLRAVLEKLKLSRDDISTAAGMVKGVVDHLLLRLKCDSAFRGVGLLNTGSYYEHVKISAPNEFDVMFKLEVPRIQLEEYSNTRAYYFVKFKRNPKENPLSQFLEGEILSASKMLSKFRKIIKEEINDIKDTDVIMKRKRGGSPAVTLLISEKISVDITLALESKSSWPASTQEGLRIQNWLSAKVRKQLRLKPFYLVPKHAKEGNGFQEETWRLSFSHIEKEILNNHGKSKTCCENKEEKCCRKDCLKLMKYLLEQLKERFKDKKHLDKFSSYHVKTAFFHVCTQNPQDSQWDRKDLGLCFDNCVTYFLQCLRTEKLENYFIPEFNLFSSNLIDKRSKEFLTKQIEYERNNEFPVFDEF
NPYLR7 ag: activates Aedes aegypti NPYLR7 receptor | HEK293T NPYLR7/Galpha15, GCaMP6s calcium fluorescence | activation, % at 10 µM | 270,000 compounds, 0.15% hits; in the data active = activation above about 40%;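 also: 0% = vehicle and 100% = reference agonist at the receptor; some compounds past the cut are filed as inactive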
mcGAS lum: blocks mouse cGAS activity. inhibition, % at 12.5 µM. 160,000 compounds, 0.15% hits. recombinant cGAS, Kinase-Glo ATP depletion luminescence;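 also: 0% = negative control wells and 100% = reference inhibitor with no enzyme activity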
Active calls of the source: *; nt = not tested or not shown; & = joins results of further samples. Rule as the data show it, unless noted: active = inhibition above about 40%; inactive = the rest.

1	CSC1=C(C#N)C(c2ccsc2)CC(=O)N1 (stereo not given)
2	COC(=O)c1ccc(COC(CN2CCN(C(=O)c3c(-c4c(Cl)cccc4Cl)noc3C)CC2)c2ccc(Cl)cc2)cc1 (stereo not given)
3	N#CC1C(=N)C(C#N)(C#N)C(c2cccs2)C2CSCC=C12 (stereo not given)
4	COC(=O)c1ccccc1S(=O)(=O)N1CCC2(CC1)C(=O)NCCN2C
5	O=C(NCCc1cc(F)cc2c1OCOC2)c1cc(-c2cccs2)on1
6	O=C(OCc1nc(C(=O)NC(c2ccccc2)c2ccccn2)cs1)c1ccccc1 (stereo not given)
7	CCC(CO)N(Cc1ccco1)C(=O)c1ccc2c(c1)OCCN2C (stereo not given)
8	CC(C)N(Cc1ccccc1)C(=O)CSc1nccn1C

Compound | 1 | 2 | 3 | 4 | 5 | 6 | 7 | 8
NPYLR7 ag | 7 | 5 | 17 | 5 | 7 | 0 | nt | 0
mcGAS lum | nt | -6 | nt | -14 | -15 | -3 | -11 | nt
hcGAS lum | -2 | -12 | -2 | -6 | -3 | -2 | -8 | -12

9	CCCNC(=O)N1CCN(c2cc(Cl)nc(SCC(=O)NC3CC3)n2)CC1C (stereo not given)
10	COCCN(CCC(=O)N1CCN(c2ccccc2F)CC1)c1nc(-c2ccco2)nc2cc(Cl)ccc12
11	Cc1ccccc1C(=O)NCCN1CCn2cc(OCc3ccc(F)cc3)c(=O)cc2C1=O
12	CCOc1ccc(-c2ccnc(N3CCN(S(=O)(=O)c4ccc(F)c(Cl)c4)CC3)n2)cc1
13	OC1(Cc2cc(-c3ccccc3)no2)CCN(Cc2ccc(C3CCCCO3)o2)CC1 (stereo not given)
14	COc1ccccc1N1CCN(Cc2cc(=O)c(OCC(=O)NC(C)C)co2)CC1
15	Cc1c(C(=O)NCc2cccc([N+](=O)[O-])c2)sc(=O)n1Cc1ccncc1
16	CN(CCCc1ccccc1)C(=O)CC1(O)CCCC1

Compound | 9 | 10 | 11 | 12 | 13 | 14 | 15 | 16
NPYLR7 ag | 15 | 20 | 10 | -6 | -4 | -2 | 12 | 1
mcGAS lum | -6 | -5 | nt | -8 | -1 | -1 | nt | nt
hcGAS lum | -12 | -9 | -10 | -10 | 4 | 1 | -3 | -3

17	C/C(=C\C(=O)OCCCCCCCCC(=O)O)C[C@@H]1OC[C@H](C[C@@H]2O[C@H]2[C@@H](C)[C@H](C)O)[C@@H](O)[C@H]1O
18	CCCc1noc(-c2ccc(C3CCC(CCC)CC3)cc2)n1 (stereo not given)
19	Cc1ccc2[nH]nc(C(=O)N3CCCC(N)CC3)c2c1 (stereo not given)
20	CC(C)C(=O)Nc1cc(S(C)(=O)=O)ccc1Cl
21	CN(Cc1ncnn1C)C(=O)NC1CCSc2c(F)cccc21 (stereo not given)
22	Cc1n[nH]c(=S)n1CCS(C)(=O)=O
23	O=C(NCCCCN1CCOC(c2ccccc2)C1)C(=O)Nc1ccc(C(F)(F)F)cc1 (stereo not given)
24	O=C(NC(C(=O)N1CCOCC1)C1CCN(C(=O)Cc2ccccc2)CC1)c1ccc(F)cc1 (stereo not given)

Compound | 17 | 18 | 19 | 20 | 21 | 22 | 23 | 24
NPYLR7 ag | -3 | 7 | 2 | 0 | -23 | 3 | -10 | 3
mcGAS lum | nt | 0 | nt | nt | nt | nt | nt | -4
hcGAS lum | 0&-3 | -1 | 2 | -6 | -6 | -6 | -3 | -5

25	CCN(C(=O)c1ccccc1N1CCC(NC(=O)Cc2ccccc2)CC1)C(C)C
26	CC(C)CCc1nc(N2CCCN(C(=O)Nc3ccc(Cl)cc3)CC2)c2cnn(-c3cccc(Cl)c3)c2n1
27	CCCc1cc(C(=O)N2CCCC(COc3ccc(C)cc3)C2)no1 (stereo not given)
28	CCOC(=O)c1nc2cc(Cl)c(Cl)cc2nc1N1CCN(C(=O)c2ccc(F)c(Cl)c2)CC1
29	Cc1ccccc1OCC(=O)NCCCS(=O)(=O)N1CCc2ccccc2C1
30	Cc1cnc(C(=O)N2CCCC(Cn3cc(C4CCCC4)nn3)C2)cn1 (stereo not given)
31	O=C1CC(c2ccccc2)CC2=Nc3ccccc3NC(c3cccc(Oc4ccccc4)c3)C12 (stereo not given)
32	C=CCNS(=O)(=O)c1ccc2nc(NC(C)=O)sc2c1

Compound | 25 | 26 | 27 | 28 | 29 | 30 | 31 | 32
NPYLR7 ag | -3 | 18 | -1 | nt | -9 | 24 | -6 | 5
mcGAS lum | nt | 0 | nt | 2 | nt | -11 | -4 | -6
hcGAS lum | -3 | -6 | -9 | 4 | -4 | -9 | -11 | -4

33	O=C(c1ccccc1)c1ccc2c(c1)N=C1CC(c3ccccc3)CC(=O)C1C(c1cccs1)N2 (stereo not given)
34	CCCCNC(=O)c1csc(CN(CCCC)C(=O)Nc2ccc(Cl)cc2)n1
35	COc1cc(Br)c(CNC(C)c2nnc3n2CCC3)cc1OC (stereo not given)
36	Cc1n[nH]c(C)c1CN1CCCC(CNC(=O)NC2CCCC2)C1 (stereo not given)
37	CC1(C(=O)NCC2CCCCC2)CCN1Cc1csc2ccccc12 (stereo not given)
38	Cn1cnnc1Sc1ccc(CN2C[C@@H]3[C@@H]4CC[C@@H](C4)[C@@H]3C2)o1
39	Cc1noc(C)c1CC(=O)Nc1cc(Cl)ccc1Sc1nccn1C
40	CC(=O)C1=C(C)Nc2ncnn2C1c1ccc(C)o1 (stereo not given)

Compound | 33 | 34 | 35 | 36 | 37 | 38 | 39 | 40
NPYLR7 ag | -3 | -17 | 0 | nt | 13 | 4 | -3 | -2
mcGAS lum | -5 | 2 | -14 | -6 | nt | -9 | nt | nt
hcGAS lum | -6 | -2 | -10 | -13 | -7 | -2 | -7 | -1

41	CC(=O)C(C)n1c(=O)c2c(nc3n(C(C)c4ccccc4)c(C)cn23)n(C)c1=O (stereo not given)
42	O=C(C=Cc1cccs1)NNC(=O)CC12CC3CC(CC(C3)C1)C2
43	O=C1C(C(c2ccccc2F)N2CCOCC2)Sc2nc(-c3ccco3)nn21 (stereo not given)
44	O=C(NCc1ccccc1)c1cncc(-c2csc3ccccc23)c1
45	O=C(Cn1ncn2cccc2c1=O)N1CCCC1
46	COc1ccc(-n2c(SCc3ccc(C(=O)NCc4ccncc4)cc3)nnc2-c2cccc(OC)c2)cc1
47	COCCN1C[C@@H]2C[C@@H](C(N)=O)N(C(=O)c3ccc4c(c3)OCCCO4)c3cccc(c32)C1=O
48	Cc1cc(C)cc(OCC2CO2)c1 (stereo not given)

Compound | 41 | 42 | 43 | 44 | 45 | 46 | 47 | 48
NPYLR7 ag | 7 | 5 | 5 | nt | 7 | 0 | 5 | 23
mcGAS lum | nt | -7 | 7 | -4 | nt | -5 | -6 | nt
hcGAS lum | -10 | -10 | 4 | -7 | -3 | 0 | -3 | -1

49	CC(C)N1CCC(NCc2cccnc2N(C)Cc2ccccc2)CC1
50	COc1cc(CNCc2ccc(-n3nc(C)cc3C)nc2)cc2c1OCO2
51	CCOc1ccc(C(=O)Nc2c3c(nn2C(C)(C)C)CSC3)cc1
52	COc1ccccc1N1CCN(C(=O)CCn2cnc3c([nH]c4ccc(C)cc43)c2=O)CC1
53	COc1ccc2ccccc2c1/C=C1\SC(=S)NC1=O
54	CCC(O)CN(Cc1ccccc1)Cc1cccc(OC)c1OC (stereo not given)
55	OC[C@H]1O[C@@H](n2cnc3cncnc32)[C@H](O)[C@@H]1O
56	COc1ccc(OCCn2c(C3CC(=O)N(C(C)(C)C)C3)nc3ccccc32)cc1 (stereo not given)

Compound | 49 | 50 | 51 | 52 | 53 | 54 | 55 | 56
NPYLR7 ag | 2 | -1 | 0 | nt | 22 | 16 | 0 | 4
mcGAS lum | nt | nt | -3 | -9 | -2 | -5 | -3 | -2
hcGAS lum | -4 | 0 | 0 | -9 | -4 | -5 | -2 | -6

57	CC1CCN(CC2CCCCCN2C(=O)CC2CCCC2)CC1 (stereo not given)
58	Cc1ccc(N2C(=O)/C(=C/c3ccc(-c4ccc(Cl)c(Cl)c4)o3)C=C2c2ccccc2)cc1[N+](=O)[O-]
59	CCCC1COCCN1C(=O)c1cc2ncc(CCO)cn2n1 (stereo not given)
60	CC1C(=O)N(c2ccc(F)cc2F)CCN1C(=O)c1ccco1 (stereo not given)
61	COc1ccc(N2CCN(C3CCCN(C4Cc5ccccc5C4)C3)CC2)cc1 (stereo not given)
62	COCCOc1nc(-c2ccccc2F)n(-c2ccc(NC(=O)c3cccc(F)c3)cc2)n1
63	Cc1ccc(C)c(-c2cn3c(C(=O)N(C)Cc4cn(C)nc4C)csc3n2)c1
64	Cc1nc(COc2ccc(C(=O)OCC(=O)Nc3ccc(N=Nc4ccccc4)cc3)cc2)no1

Compound | 57 | 58 | 59 | 60 | 61 | 62 | 63 | 64
NPYLR7 ag | nt | 14 | 2 | 1 | -6 | 15 | 14 | 4
mcGAS lum | -5 | -5 | -13 | -5 | nt | -10 | nt | nt
hcGAS lum | -15 | -2 | -5 | -3 | 4 | -6 | -5 | -7

65	N#CCOc1ccc(NC(=O)Nc2cccc(Cl)c2)cc1
66	CCOC(=O)c1c(C)nn(-c2ccc(C(=O)Nc3cccc(Oc4ccccc4)c3)cc2)c1C
67	CCOC(=O)C1=C(C)Nc2ncnn2C1c1ccc(OC(F)F)c(OC)c1 (stereo not given)
68	O=C(Nc1ccccc1)O/N=C\c1ccccc1
69	O=C(O)CN1C(=O)/C(=C\c2ccc(F)c(Br)c2)SC1=S
70	O=C(Cc1ccc(O)c(Cl)c1)N1CC[C@H](CO)[C@H](O)C1
71	CN1C(=O)C(=O)C(=C(O)c2ccccc2)C1c1ccc(I)cc1 (stereo not given)
72	O=C(Nc1cccnc1)c1ccc(-c2ccc(Cl)cc2)s1

Compound | 65 | 66 | 67 | 68 | 69 | 70 | 71 | 72
NPYLR7 ag | 4 | 1 | 2 | -8 | -5 | 2 | 8 | 3
mcGAS lum | nt | -6 | nt | nt | 50* | -13 | nt | -19
hcGAS lum | -8 | -4 | -8 | 0 | 0 | -8 | 4 | -9

73	CN=c1scc(-c2ccc(Cl)cc2Cl)n1/N=C\c1ccsc1
74	O=C1CN(CC(=O)N2CCCCC2CCN2CCOCC2)CCN1 (stereo not given)
75	Cc1c(C(=O)N2CCC(n3nccc3NC(=O)C3CC3)CC2)cnc2ccnn12
76	COc1cn(CC(=O)Nc2cc(C)on2)c(CN2CCC(C)CC2)cc1=O
77	COc1ccc(C)cc1N1CCn2c1nc1c2c(=O)n(CC(C)=O)c(=O)n1C
78	O=C(CN(Cc1ccco1)S(=O)(=O)c1cccc(Cl)c1)NCC(F)(F)F
79	CC1=C(CCC(=O)O)c2cc3nc(cc4[nH]c(cc5[nH]c(cc1n2)c(C)c5C(C)O)c(C)c4C(C)O)C(C)=C3CCC(=O)O (stereo not given)
80	CC(c1ccc(Cl)cc1)C(C)N(C)C(=O)NCc1nccn1C (stereo not given)

Compound | 73 | 74 | 75 | 76 | 77 | 78 | 79 | 80
NPYLR7 ag | 0 | -4 | 14 | -1 | 0 | 0 | -5 | -25
mcGAS lum | nt | nt | -9 | -9 | nt | -13 | 26 | nt
hcGAS lum | -6 | -6 | 1 | -7 | -4 | -3 | 10 | -6

81	COc1ccc(NC(=O)N2CCN(C(C(=O)NCCc3ccccc3)C3CCCC3)CC2)cc1 (stereo not given)
82	COc1ccc(OC)c(C2c3cccn3-c3ccccc3N2C(=O)CN(C(=O)c2ccc(Cl)cc2Cl)C(C)C)c1 (stereo not given)
83	CCOC(=O)N1CCN(C(=O)c2cc(-c3ccccc3)n(-c3ccc(OC)cc3OC)c2C)CC1
84	O=C(NCC(c1ccccc1)c1ccccc1)c1cc2c(nc1Cl)CCC2
85	C=CCN(Cc1csc(COc2cc(C)cc(C)c2C)n1)C(=O)c1ccco1

Compound | 81 | 82 | 83 | 84 | 85
NPYLR7 ag | -10 | nt | -2 | -11 | -1
mcGAS lum | -3 | -4 | -6 | -3 | -2
hcGAS lum | -1 | -7 | -11 | -3 | -1
